Casp6 inh: blocks human caspase-6 cleavage activity; P55212; purified caspase-6, Z-VEID-R110 cleavage fluorescence; inhibition, % at 12.5 µM; 350,000 tested, 0.53% active; AID 686996;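 active = mean inhibition across replicates at least about 35%, with every replicate also reaching that limit, limit read from the data; inconclusive = only one of the two criteria met; inactive = neither criterion met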;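 also: 0% = median of neutral control wells and 100% = no fluorescence left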
Target sequence (P55212 24-179 limits assumed): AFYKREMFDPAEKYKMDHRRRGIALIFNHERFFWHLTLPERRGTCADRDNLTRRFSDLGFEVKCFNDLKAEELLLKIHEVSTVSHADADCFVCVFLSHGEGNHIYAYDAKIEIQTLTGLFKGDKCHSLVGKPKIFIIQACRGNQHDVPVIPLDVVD
Target sequence (P55212 194-293 limits assumed): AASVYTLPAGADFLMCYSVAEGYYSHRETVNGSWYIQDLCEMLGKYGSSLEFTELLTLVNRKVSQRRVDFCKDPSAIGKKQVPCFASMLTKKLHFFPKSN
ARNT-TACC3 inh: disruptors of human ARNT/TACC3 interaction; AID 623870; AlphaScreen His-ARNT PAS-B/GST-TACC3 binding, luminescence; TACC3 fragment carries E629A point mutation; inhibition, % at 9.99 µM; 390,000 tested, 0.66% active; Q9Y6A5;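 active = mean inhibition of replicates at least 50% and at least half of replicates each reaching 50%; inconclusive = half or more replicates reach 50% but mean below 50%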;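 also: 0% = complete ARNT plus TACC3 wells and 100% = ARNT alone without TACC3; many hits fall short of the cut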
RAD54 branch: blocks human RAD54 Holliday junction branch migration; FAM/BHQ fluorescence; inhibition, % at 10.4 µM; 360,000 tested, 0.14% active;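 active = mean normalized replicate activity at least 40 and at least half of replicates scoring 40 or more; inconclusive = only one of the two criteria met; inactive = mean below 40 and under half of replicates reaching 40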;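 also: 0% = median of neutral control wells and 100% = median of positive control wells; inhibitors cause a drop in the FAM fluorescence signal; in these data hits start at about 50%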
PglD DTNB: inhibitors of Campylobacter jejuni PglD acetyltransferase; AID 602405; purified PglD enzyme, DTNB colorimetric CoA detection; 360,000 tested, 0.098% active; inhibition, % at 12.5 µM; in the data active = inhibition above about 16%, passing the limit was not always enough; inconclusive = no clear call, values can overlap the other calls; also: strong numbers were not always called active
E-selectin induc: induces E-selectin expression in human endothelial cells; 260,000 tested, 0.37% active; AID 686992; HUVEC E-selectin immunofluorescence imaging; normalized: neutral wells 0, TNF-alpha wells 100; activation, % at 7.58 µM;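 active = mean E-selectin-positive cell signal at least 10% of the positive control, reached in at least 60% of replicates, without over 20% cell loss; inconclusive = no rule given, readout overlaps actives, possibly toxicity-flagged; inactive = the rest, including those meeting only one limit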;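 also: in these data hits start at about 27%; measured in HUVEC primary endothelial cells; signal is the percent of cells scored E-selectin positive by PE staining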
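System: HUVEC, human umbilical vein endothelial cells; quantity: 3,000 cells/well; buffer or medium: EGM-2 medium, gelatin-coated wells; dosing: single-point compound dose; detection: immunofluorescence imaging; evaluation: % PE-positive cells; benchmarks: TNF-alpha, DMSO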
RAD52 inh: blocks human RAD52 DNA annealing; recombinant RAD52 DNA annealing, FRET fluorescence; 360,000 tested, 0.46% active; AID 651710; inhibition, % at 18.7 µM;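 active = every replicate showing at least 50% inhibition; inconclusive = mean inhibition at least 50% but not in every replicate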
Target sequence (P43351 whole entry, looked up): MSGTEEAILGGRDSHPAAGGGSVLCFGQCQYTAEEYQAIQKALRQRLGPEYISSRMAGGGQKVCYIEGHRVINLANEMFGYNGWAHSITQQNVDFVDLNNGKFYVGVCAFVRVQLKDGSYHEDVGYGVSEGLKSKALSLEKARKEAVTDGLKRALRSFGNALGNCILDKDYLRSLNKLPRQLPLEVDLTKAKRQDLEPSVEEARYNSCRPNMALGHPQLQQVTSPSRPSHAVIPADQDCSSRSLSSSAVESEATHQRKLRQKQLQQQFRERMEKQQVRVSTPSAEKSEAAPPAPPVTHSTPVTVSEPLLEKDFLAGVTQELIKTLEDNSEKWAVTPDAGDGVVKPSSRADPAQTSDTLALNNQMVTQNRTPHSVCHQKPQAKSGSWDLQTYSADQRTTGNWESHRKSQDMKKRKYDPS
ERp5 block: inhibitors of human ERp5; Q15084; ERp5 insulin aggregation, absorbance 650 nm, 90 min; inhibition, % at 9.99 µM; 350,000 tested, 0.05% active; AID 651711;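 active = mean replicate inhibition above about 25%, with every replicate also reaching it, limit read from the data, passing the limit was not always enough; inconclusive = only one of those two criteria met; inactive = neither criterion met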
esBAF inh: SWI/SNF esBAF complex inhibition; mouse ES cells, Bmi1-luciferase knock-in reporter, 24 h; 100% = twice the neutral-well signal; reporter increase, % at 12.5 µM; 350,000 tested, 2% active; in the data active = activation above about 40%; inconclusive = no clear call, values can overlap the other calls;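 also: 0% = median of the plate's neutral control wells and 100% = double that signal; a rise in the Bmi1 reporter signal indicates esBAF inhibition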
Active calls of the source: *; ? = inconclusive; nt = not tested or not shown.

SMILES	Casp6 inh	ARNT-TACC3 inh	RAD54 branch	PglD DTNB	E-selectin induc	RAD52 inh	ERp5 block	esBAF inh
C[C@H]1CN([C@@H](C)CO)C(=O)c2cccc(NS(=O)(=O)c3ccc(F)cc3)c2O[C@H]1CN(C)Cc1ccncc1	0	-10	1	2	1.4	2	-4	-1
C[C@H](CO)N1C[C@H](C)[C@H](CN(C)C(=O)C2CC2)Oc2ncc(C#CCc3ccccc3)cc2C1=O	1	-4	8	0	0.3	-1	3	-12
Cc1noc(C)c1NC(=O)N(C)C[C@@H]1Oc2ccc(NC(=O)CCN3CCOCC3)cc2CC(=O)N([C@H](C)CO)C[C@H]1C	-2	-8	4	1	-0.1	11	3	2
C[C@@H]1CCCCO[C@@H](CN(C)CC2CCCCC2)[C@@H](C)CN([C@H](C)CO)C(=O)c2cc(NC(=O)CCCCCC(=O)Nc3ccccc3N)ccc2O1	1	-5	-4	1	-0.3	-2	-2	1
Cc1ccc(OC(=O)CCC(=O)Oc2ccc(C)cc2C)c(C)c1	0	-6	-7	0	0.3	3	7	nt
C=CCNC(=S)N/N=C/c1cn(C)c2ccccc12	-1	nt	5	-6	nt	-18	0	nt
CCc1ccccc1NC(=O)CN1CCN(C(=O)CN2C(=O)NC3(CCCC3)C2=O)CC1	1	3	3	-6	nt	-20	-1	-5
CCCCn1c(N)c(N(CCOC)C(=O)c2ccc(N3C(=O)c4ccccc4C3=O)cc2)c(=O)[nH]c1=O	-1	-7	-1	3	2.4	-23	nt	5
O=c1[nH]c(=S)[nH]c2c1C(c1ccc(F)cc1)OC(C1CCCCC1)C2 (centres undefined)	4	nt	10	1	0.2	-9	6	-6
CN(C)CCC(=O)C(Cc1ccccc1)c1ccccc1 (centres undefined)	4	5	-3	3	-0.2	-14	-8	-5
C/C(CC(=O)NCc1ccco1)=N\NC(=O)COc1ccc(C)cc1	-5	0	-1	4	nt	-14	1	nt
CCOC(=O)C1C(CC)NC(=S)NC1(C)O (centres undefined)	-2	-1	3	-3	nt	-19	4	-4
C[C@H](CO)N1C[C@H](C)[C@H](CN(C)C(=O)NC2CCCCC2)Oc2ccc(NS(=O)(=O)c3cn(C)cn3)cc2C1=O	0	-3	14	-1	-0.1	-16	7	7
CC(=O)NC12CC3CC(C1)CC(C(=O)OCC(=O)c1ccc4c(c1)OCCO4)(C3)C2	nt	-22	1	0	nt	nt	nt	?
Oc1ccc(C=NN=C2c3ccccc3-c3ccccc32)c(O)c1	2	0	nt	nt	0.0	-97	-1	nt
CC(C)NC(=O)N(C)C[C@H]1Oc2ncc(C#CCC3CCCC3)cc2C(=O)N([C@@H](C)CO)C[C@@H]1C	-4	-37	-2	4	-0.3	4	6	-5
Cc1occc1C(=O)Nc1cccc(/C=C/C(=O)O)c1	15	nt	-6	2	nt	-13	1	nt
O=C(C(c1ccccc1)c1ccccc1)N1CCN(Cc2ccccn2)CC1	nt	1	1	-2	nt	nt	nt	7
O=C1[C@@H](Oc2ccccc2)[C@@H](c2ccccc2)N1c1cccnc1	-2	7	11	5	0.1	-14	5	1
COc1ccccc1N1CCN(c2cc(=O)n(Cc3ccc(F)cc3)c(=O)[nH]2)CC1	-3	0	11	-6	0.0	-14	-9	-8
O=C(NCCOC(=O)c1ccc(S(=O)(=O)N2CCOCC2)cc1)c1cccnc1	nt	-1	3	3	nt	nt	nt	-10
CCCN(CC(=O)Nc1ccccc1C)C(=O)c1cc(C)oc1C	0	nt	-4	-7	nt	-13	3	-3
Cc1ccccc1S(=O)(=O)N1CC[C@@H]2[C@H]1c1cc(-c3ccc(C#N)cc3)ccc1N(C)[C@H]2CO	1	-42	8	-3	-0.1	10	-1	7
Cc1[nH]n(-c2ccccc2)c(=O)c1/C=N/N1C(=O)c2cccc3cccc(c23)C1=O	4	-4	12	-1	nt	-13	2	1
CCCNC(=O)C[C@H]1CC[C@H]2[C@H](COc3ccc(NC(=O)c4ccc(Cl)cc4)cc3C(=O)N2C)O1	2	-4	-16	-8	0.2	9	0	2
COc1ccc(/C=C/c2nc(C#N)c(NCCN(C)C)o2)cc1OC	-12	7	14	-8	0.1	10	-6	-3
C[C@@H]1CN([C@@H](C)CO)S(=O)(=O)c2ccc(C#Cc3ccccc3F)cc2O[C@H]1CN(C)C(=O)Cc1cccnc1	3	2	-14	8	-0.2	10	0	0
O=C(Nc1ccccc1[N+](=O)[O-])C1C(c2ccccc2)=C1c1ccccc1	-1	2	4	-2	nt	-9	15	3
CCNC(=O)[C@H]1[C@H](CO)[C@H]2Cn3c(ccc(-c4ccncc4)c3=O)[C@@H]1N2Cc1ccccc1	-1	-6	13	0	0.0	-16	-4	4
C[C@@H]1CCCCO[C@@H](CN(C)C(=O)Cc2ccccc2)[C@@H](C)CN([C@@H](C)CO)C(=O)c2cc(N(C)C)ccc2O1	1	15	0	1	-0.2	4	4	-4
CCOC(=O)Cc1csc(NC(=O)CCS(=O)(=O)Cc2ccccc2)n1	3	0	6	0	nt	-18	2	6
C[C@H]1CN([C@@H](C)CO)C(=O)Cc2cc(NC(=O)c3ccncc3)ccc2O[C@@H]1CN(C)Cc1ccc2c(c1)OCO2	0	16	6	-1	0.0	2	-9	0
CNC(=O)c1sc(-c2cccnc2)nc1C	nt	-7	-1	0	nt	nt	nt	8
CCOC(=O)C1CCCN(c2nc3ccccc3nc2NS(=O)(=O)c2ccc(C)cc2)C1 (centres undefined)	5	-5	1	2	-0.2	-19	-6	1
CCOc1ccc(C(CC(=O)O)NC(=O)COc2ccccc2OC)cc1OC (centres undefined)	0	-15	-5	-2	-2.8	3	4	-5
CCOc1ccc(NC(=O)C2CCCN(S(=O)(=O)c3ccc4[nH]c(=O)ccc4c3)C2)cc1 (centres undefined)	-4	3	5	-6	nt	1	1	2
C[C@@H]1CN([C@H](C)CO)C(=O)Cc2cc(NC(=O)Nc3ccc(F)cc3)ccc2O[C@@H]1CN(C)C(=O)Nc1ccc(C(F)(F)F)cc1	nt	nt	-5	2	-12	nt	nt	-1
Cc1cn(CC(=O)NCc2nc3ccccc3[nH]2)c(=O)[nH]c1=O	-1	nt	nt	nt	5.9	-14	4	nt
Cc1cc(-c2nn(-c3ccccc3)cc2/C=C2\SC(N)=NC2=O)ccc1OC(C)C	-1	-7	7	-2	nt	0	-2	-13
NC(CC(=O)NC(c1ccccc1)(c1ccccc1)c1ccccc1)C(=O)O (centres undefined)	1	2	nt	nt	-0.2	-22	5	nt
CO[C@H]1CN(C)C(=O)c2cc(NC(=O)NC(C)C)ccc2OC[C@@H](C)N(C)C[C@H]1C	0	6	-2	4	5.0	7	5	5
C[C@@H]1CCCCO[C@H](CN(C)C(=O)CCC(F)(F)F)[C@@H](C)CN([C@H](C)CO)C(=O)c2cc(NS(=O)(=O)c3cccs3)ccc2O1	nt	-7	-10	2	-0.4	nt	nt	-4
O=C(C1CCC1)N1CCc2cc(S(=O)(=O)N3CCN(c4ccccn4)CC3)ccc21	nt	0	8	1	nt	nt	nt	9
Cc1csc2ncc(C(=O)N(Cc3ccccc3)c3ccccn3)c(=O)n12	-1	-3	0	-1	nt	-5	5	-3
CCOC(=O)c1cnc(-c2ccccc2)nc1-c1ccccc1	0	-21	nt	nt	nt	-1	0	nt
N#Cc1cc(-c2ccccc2)cnc1Sc1ccc(Cl)cc1	nt	-12	-2	0	-1.9	nt	nt	14
CC(=O)Nc1ccc(S(=O)(=O)NC(C)C(=O)OCC(=O)Nc2ccc(F)cc2Cl)cc1 (centres undefined)	-1	nt	3	6	3.6	-6	4	2
O=C(NCCc1ccccc1)c1ccccc1NC(=O)C1CC=CCC1C(=O)O (centres undefined)	0	-5	nt	nt	3.9	-5	0	nt
COc1ccc(-c2cc(C#N)nc(Cl)n2)cc1	-2	4	nt	nt	6.2	1	4	nt
COc1ccccc1NC(=S)N(CCc1c(C)[nH]c2ccccc12)Cc1cccs1	0	19	-3	3	-0.9	-29	-2	-12

Next part:
SMILES	Casp6 inh	ARNT-TACC3 inh	RAD54 branch	PglD DTNB	E-selectin induc	RAD52 inh	ERp5 block	esBAF inh
O=C(NC[C@@H]1[C@@H](c2ccccc2)[C@@H](CO)N1Cc1ccccn1)C1CCC1	nt	24*	1	0	-0.1	nt	nt	4
CC12CCC(=O)N1C(C(=O)Nc1nnc(SCc3ccc(F)cc3)s1)CS2 (centres undefined)	2	4	3	-5	nt	-11	1	9
Cc1ccc(S(=O)(=O)/N=C2\C=C(Nc3cccc(C(=O)O)c3)C(=O)c3ccccc32)c(C)c1	100*	22	-13	1	0.0	-11	-1	12
Nc1cc(C(=O)OCC(=O)NCCCc2ccccc2)ccc1Cl	1	-1	2	2	0.0	-1	5	7
CCOc1ccc(N=Cc2c(O)cc(C)oc2=O)cc1	1	-9	-1	nt	2.3	-9	-3	-8
C[C@H](NC(=O)C[C@H]1C[C@H]2c3cc(NC(=O)C4CCC4)ccc3O[C@H]2[C@@H](CO)O1)c1ccccc1	-1	-6	11	2	-0.4	-9	-2	1
C[C@@H]1CN([C@H](C)CO)C(=O)c2cc(-c3cncnc3)cnc2O[C@H]1CN(C)Cc1ccc(F)cc1	-2	-12	0	-2	0.1	-2	-2	1
COc1cccc(C(=O)O/N=C(\N)c2ccncc2)c1	-6	-3	-6	4	nt	-12	-6	37
Cc1ccccc1-c1cnc2c(c1)C(=O)N([C@@H](C)CO)C[C@H](C)[C@@H](CN(C)Cc1ccncc1)O2	-1	0	4	1	-0.4	-3	-10	6
COC(=O)C1=NN(C(=O)c2ccc(Cl)cc2)C(O)(c2ccccc2)C1 (centres undefined)	nt	13	8	0	nt	nt	nt	-5
CSc1ncccc1C(=O)OCC(=O)N(C)c1c(N)n(Cc2ccccc2)c(=O)[nH]c1=O	2	1	-22	0	nt	-7	-1	-3
C[C@@H]1CCCCO[C@H](CN(C)C(=O)Cc2ccccc2)[C@H](C)CN([C@@H](C)CO)C(=O)c2cc(NC(=O)NC3CCCCC3)ccc2O1	nt	-4	-9	1	0.1	nt	nt	0
O=C(C[C@@H]1CC[C@@H]2[C@H](COC[C@@H](O)CN2C(=O)Nc2cc(Cl)cc(Cl)c2)O1)NCC1CCCCC1	1	5	4	1	2.6	7	-3	2
COc1ccc2[nH]c(=O)c(CN(Cc3ccco3)C(=O)c3ccccc3)cc2c1	nt	-1	-8	-1	nt	nt	nt	-5
CCC(C)C1C(C#N)=C(N)Oc2n[nH]c(-c3ccccc3)c21 (centres undefined)	0	-6	-7	4	-0.3	-74	2	5
C[C@@H]1CN([C@@H](C)CO)C(=O)c2cc(NC(=O)NC3CCCCC3)ccc2O[C@@H](C)CCCCO[C@@H]1CN(C)C(=O)c1ccncc1	nt	-14	-34	1	-0.1	nt	nt	-6
Cn1c(SCC(=O)N2CCCCC2)nc2c(c1=O)SCC2	1	1	5	-2	nt	-11	1	6
Cc1ccc(Cn2nnc3c(=O)[nH]c(C4CCN(S(=O)(=O)c5ccc(S(=O)(=O)NC6CC6)cc5)CC4)nc32)cc1	0	2	0	0	nt	-13	-19	-7
COc1ccc(C#Cc2ccc3c(c2)[C@H]2[C@H](CCN2S(=O)(=O)c2ccccc2C)[C@H](CO)N3C)cc1	-4	-1	2	2	0.1	0	-2	-1
CCn1nc(C)c(Oc2ccccc2O)c1C	nt	3	1	-5	nt	nt	nt	13
Cc1ccc2c(c1)cc(C(=O)N1CCN(c3ccccn3)CC1)n2C	-2	-4	1	5	0.1	-19	2	0
Nc1nc(SCC(=O)Nc2ccccc2Oc2ccccc2)n[nH]1	nt	-6	-1	-2	-0.2	nt	nt	nt

Source: PubChem (Broad Institute)

Rows are unselected. Share with any hit: about 3.2%.
